PABP1 MLLE inh – blocks PAM2 peptide binding to the PABP1 MLLE domain. P11940. GST-MLLE / FITC-PAM2 fluorescence polarization. inhibition, % at 20 µM. actives 0.36% (n = 360,000). AID 588489; in the data active means inhibition above about 35%, passing the limit was not always enough;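 further: plate controls were DMSO wells with GST-MLLE for no effect and wells lacking GST-MLLE protein for full effect; some results filed as inactive read as strong as hits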
Target sequence (P11940 whole entry, looked up, the tested form may be a part): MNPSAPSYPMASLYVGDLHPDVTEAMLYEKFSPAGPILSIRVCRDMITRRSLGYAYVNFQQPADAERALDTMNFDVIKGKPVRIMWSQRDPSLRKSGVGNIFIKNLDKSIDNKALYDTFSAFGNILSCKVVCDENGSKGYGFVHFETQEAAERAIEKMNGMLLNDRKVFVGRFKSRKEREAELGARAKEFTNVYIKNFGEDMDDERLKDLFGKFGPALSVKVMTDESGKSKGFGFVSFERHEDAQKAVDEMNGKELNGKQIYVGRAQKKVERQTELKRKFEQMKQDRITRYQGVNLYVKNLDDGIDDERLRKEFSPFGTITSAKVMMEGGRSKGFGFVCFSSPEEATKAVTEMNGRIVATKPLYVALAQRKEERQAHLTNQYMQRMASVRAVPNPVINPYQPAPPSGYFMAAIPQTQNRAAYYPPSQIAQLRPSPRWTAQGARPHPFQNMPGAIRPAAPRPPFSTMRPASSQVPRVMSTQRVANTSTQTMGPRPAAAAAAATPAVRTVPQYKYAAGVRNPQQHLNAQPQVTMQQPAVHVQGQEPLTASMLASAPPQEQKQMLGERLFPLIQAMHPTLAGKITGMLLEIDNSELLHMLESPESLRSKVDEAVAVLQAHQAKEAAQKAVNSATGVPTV
NadD block – NadD (S. aureus) enzyme inhibition. inhibition, % at 20 µM. purified NadD enzyme, colorimetric absorbance read-out. actives 0.78% (n = 360,000); in the data active means inhibition above about 26%; further: some compounds past the cut are filed as inactive
Rpn11 inh – Rpn11 (human) deubiquitinase inhibition. O00487. human 26S proteasome, Ub4-pepOG fluorescence polarization; 20S core pre-blocked with epoxomicin. calls only at 20 µM. actives 0.59% (n = 360,000);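 active means inhibition at 20 µM, scaled to each plate's controls, above about 33%, limit read from the data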
CSN deneddyl inh – blocks human CSN-mediated cullin deneddylation. Q92905. Purified CSN, SCF-Nedd8-OG deneddylation, fluorescence polarization. inhibition, % at 12.5 µM. actives 0.38% (n = 360,000);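 active means pattern-corrected inhibition above about 35%, with an unprinted fluorescence ratio check between 0.5 and 1.5, limit read from the data, passing the limit was not always enough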;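 further: 0% = enzyme with substrate and 100% = substrate without enzyme; some results filed as inactive read as strong as hits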
Target sequence (Q92905 whole entry, looked up, one chain of several): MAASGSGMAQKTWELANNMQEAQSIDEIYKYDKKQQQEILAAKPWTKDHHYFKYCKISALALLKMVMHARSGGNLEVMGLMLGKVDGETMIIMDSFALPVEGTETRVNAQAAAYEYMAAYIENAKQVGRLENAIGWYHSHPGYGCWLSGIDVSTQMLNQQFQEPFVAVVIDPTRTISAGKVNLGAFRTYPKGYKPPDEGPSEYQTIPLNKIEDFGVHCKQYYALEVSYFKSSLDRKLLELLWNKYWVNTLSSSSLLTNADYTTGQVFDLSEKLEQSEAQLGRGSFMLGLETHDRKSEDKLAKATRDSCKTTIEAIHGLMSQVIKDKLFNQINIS
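Assay system: HEK293T-derived human Csn5 enzyme; quantity: 0.24 nM enzyme; medium: Tris/NaCl/DTT buffer, pH 7.5; also added: substrate SCFSkp2-Nedd8OG, 10 nM; doses: 12.5 µM compound; schedule: 90 min reaction at room temperature; signal: FP; read-out: % inhibition of substrate cleavage by Csn5; benchmarks: substrate-only high control, full reaction low control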
DNMT1 inh – DNMT1 (human) enzyme inhibition; inhibition (reported as % activation of signal), % at 10 µM; actives 0.83% (n = 360,000); DNMT1 molecular beacon, Hinp1I cleavage, fluorescence; in the data active means inhibition above about 50%
SUMO1 PPI mod – modulators of human SUMO1-mediated protein-protein interactions | actives 0.33% (n = 360,000) | inhibition, % at 20 µM | SUMO1 binding to a labelled peptide, TR-FRET, 1 h; in the data active means inhibition above about 37%
Tb MetRS inh – Trypanosoma brucei MetRS inhibition; purified T. brucei MetRS, ATP depletion, Kinase-Glo luminescence; inhibition, % at 11.9 µM; actives 0.4% (n = 360,000); AID 624268;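 active means inhibition above a per-plate cutoff of the control wells' mean inhibition plus 3 SD, cut at about 5.5% in these data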;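 further: 0% = DMSO wells median and 100% = median of wells with control inhibitor compound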
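Material: T. brucei methionyl-tRNA synthetase, purified; reagent: substrates ATP, L-methionine and bulk Escherichia coli tRNA; dosing: 11.9 µM single point; timing: 15 min plus 2 h at 25 °C; detection: luminescence of leftover ATP; evaluation: % inhibition; control set: DMSO-only wells as low control; replicates: singlicate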
LMPTP inh – LMPTP (human) inhibition | P24666 | recombinant LMPTP-A, OMFP fluorogenic substrate, fluorescence intensity | inhibition, % at 20 µM | actives 0.22% (n = 360,000) | AID 651560;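 active means compounds that cut the enzyme signal by at least half of the control window in the single-dose screen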;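 further: plate controls were DMSO wells with enzyme plus substrate for no effect and substrate without enzyme for full effect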
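Test system – LMPTP-A phosphatase enzyme · Quantity – 0.625 nM LMPTP-A final · Reagent – OMFP substrate, 400 µM final · Dosing – one test concentration per compound, 20 µM, with 3% DMSO overall · Timing – 50 min enzyme reaction at room temperature, protected from light · Detection – fluorescence intensity · Controls – substrate-only low control, DMSO enzyme-plus-substrate high control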
Scp-1 inhibitor – inhibitors of human Scp-1 phosphatase. inhibition, % at 20 µM. Recombinant Scp1, phosphopeptide, malachite green phosphate absorbance. actives 0.88% (n = 340,000);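 active means inhibition above about 50% at 20 µM, limit read from the data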;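 further: plate controls were DMSO wells with enzyme for no effect and wells lacking enzyme for full effect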
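Material: truncated SCP-1 phosphatase (76-261aa) / Buffer or medium: 50 mM Tris acetate pH 5.5, 0.005% Tween-20, 10 mM MgCl2 / Compound dosing: one concentration, 20 µM, with 1.0% DMSO / Incubation: 45 min room-temperature reaction, 5 min colour, 30 min stabiliser / Detection: colorimetric free-phosphate detection, absorbance 630 nm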
STEP inh – inhibitors of human striatal-enriched phosphatase STEP | P54829 | actives 0.25% (n = 360,000) | inhibition, % at 20 µM | AID 588621 | recombinant STEP, OMFP fluorogenic substrate, fluorescence;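 active means inhibition at 20 µM, scaled per plate between control wells, above about 37%, limit read from the data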;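 further: 0% = DMSO with enzyme and substrate and 100% = substrate only without enzyme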
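System: STEP phosphatase, cell-free reaction; Buffer or medium: Bis-Tris pH 6.0 buffer with DTT, detergent; Incubation: 20 min at room temperature, dark; Measured by: fluorescence, 480/540 nm.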
Numbers without * were called inactive; i = inactive; nt = not tested or not shown.

Every second line gives: PABP1 MLLE inh	NadD block	Rpn11 inh	CSN deneddyl inh	DNMT1 inh	SUMO1 PPI mod	Tb MetRS inh	LMPTP inh	Scp-1 inhibitor	STEP inh
1	COc1cc(/C=N/NC(=O)/C(=C\c2ccc([N+](=O)[O-])cc2)NC(=O)c2ccccc2)cc(OC)c1O
 : 3.2	9.9	i	4.0	13.4	-17.2	-0.7	3.5	-12.1	4.8
2	CCCCC(O)(CCCC)C(=O)NN(C(=O)CCl)c1ccccc1
 : 4.5	-2.6	i	-9.6	14.5	-3.6	-0.2	0.2	-2.7	0.1
3	Cc1cccc(C)c1-n1nnnc1C(c1ccnc2ccccc12)N1CCN(CC(=O)NC(C)C)CC1 (stereo not drawn)
 : nt	3.8	nt	-5.4	nt	2.4	0.0	-1.5	nt	nt
4	CC1CC(C)CN(CC(=O)NCCc2ccc(S(N)(=O)=O)cc2)C1 (stereo not drawn)
 : 6.8	-12.9	i	-5.4	0.6	4.7	-0.7	-1.5	-1.5	2.2
5	COc1ccc(-c2noc(-c3ccco3)n2)cc1OC
 : -4.1	-12.0	i	2.6	0.7	2.8	-0.6	0.9	-2.2	-0.2
6	CC1(C)OC(=O)C(=CNc2cccc(C(=O)O)c2)C(=O)O1
 : -2.5	0.1	i	0.4	-0.5	0.2	-2.4	-1.0	-6.0	-0.2
7	c1ccc2c(c1)Sc1cnccc1N2CC1CO1 (stereo not drawn)
 : -4.4	9.7	i	0.1	-8.3	-11.1	-0.1	21.0	nt	-1.0
8	CS(=O)(=O)N1CCN(c2ccccc2NC(=O)c2cc(Br)ccc2Cl)CC1
 : 7.1	-7.5	i	3.0	1.0	0.6	-0.3	-0.5	-10.7	3.1
9	CSc1ccccc1NC(=O)C(C)N1C(=O)c2ccccc2S1(=O)=O (stereo not drawn)
 : 3.7	-3.4	i	6.9	-0.3	1.2	-0.4	-0.4	39.4	0.2
10	COc1cc(NC(=O)c2ccc(Cl)cc2)c(OC)cc1NC(=O)CN1CCCCC1
 : 16.0	-7.6	i	-2.3	-3.3	0.8	-1.3	-0.8	-3.2	-0.8
11	Cc1ccc(S(=O)(=O)/N=C(\c2ccccc2)N(C)S(=O)(=O)c2ccc(C)cc2)cc1
 : -1.1	-3.0	i	-3.2	-4.3	1.9	-0.4	-3.0	-9.1	-0.5
12	COc1ccc(S(=O)(=O)N2CCCCCC2)cc1NC(=O)CC1OC(=O)c2ccccc21 (stereo not drawn)
 : 1.1	-4.7	i	0.3	0.5	-5.1	0.1	1.4	-0.8	0.2
13	O=C(c1cc(COc2ccc(F)cc2Cl)on1)N1CCCCCCC1
 : -13.8	-8.9	i	0.0	-0.9	4.3	-0.1	2.5	-18.2	0.5
14	c1ccc2c(c1)CCCC2C1=NCCN1 (stereo not drawn)
 : -12.9	1.0	i	-5.0	4.5	-2.1	0.0	-1.3	-8.8	-1.9
15	FC(F)(F)c1nc(Sc2ncccc2C(F)(F)F)n[nH]1
 : 9.1	2.5	i	2.9	-0.7	9.4	0.1	-2.9	-2.2	-1.8
16	COc1cccc(NC=C2C(=O)OC(C)(C)OC2=O)c1
 : 8.1	-1.6	i	3.8	5.4	-2.0	-0.1	-1.0	-8.0	3.0
17	CCOCc1nnc(NC(=O)c2cccc(OC)c2)s1
 : 12.7	-7.0	i	-1.8	0.5	6.5	-0.4	0.1	-1.4	0.5
18	CCOC(=O)N/N=C/c1ccc(OCCSc2ccc(Cl)cc2)c(OC)c1
 : -4.5	-7.1	i	3.6	-5.8	0.8	-0.5	3.8	-12.6	-1.5
19	Cc1ccccc1-c1cnc(C(O)c2ccc(-c3ccccc3)cc2)[nH]1 (stereo not drawn)
 : -1.2	10.4	i	0.9	-7.2	0.9	0.0	3.1	nt	0.6
20	CC(C)C[C@@H](COCc1ccc(Cl)cc1)N1CCN(C(=O)c2ccc(Cl)cc2Cl)CCC1=O
 : nt	-4.9	nt	-0.7	nt	4.4	-1.5	1.0	nt	nt

Next section.
Every second line gives: PABP1 MLLE inh	NadD block	Rpn11 inh	CSN deneddyl inh	DNMT1 inh	SUMO1 PPI mod	Tb MetRS inh	LMPTP inh	Scp-1 inhibitor	STEP inh
21	CCN(CCNC(=O)C1CCN(S(C)(=O)=O)CC1)c1ccccc1
 : 5.9	-9.2	i	0.8	4.7	-1.4	-0.5	-1.6	-5.2	-1.0
22	Cc1ccc(N2CCN(C(=O)N3CCCC3)CC2)cc1C
 : -2.3	-2.6	i	0.9	1.5	-0.4	-1.3	-0.8	10.8	-1.8
23	C=CCSc1nc(=O)n2cccc(C)c2n1
 : -2.8	-0.7	i	-4.1	1.0	-0.3	-0.5	-0.4	-1.1	-2.7
24	O=C(c1noc2c1CSc1ccccc1-2)N1CCN(c2ccc(Cl)cc2)CC1
 : -2.9	4.1	i	0.0	-0.6	2.5	0.0	3.8	-8.0	2.1
25	CCCn1ncc(CN2CCN(Cc3ccsc3)C(CCO)C2)c1C (stereo not drawn)
 : -1.7	-2.1	i	-0.7	-2.3	1.2	0.8	1.3	-14.1	0.8
26	CSCC[C@H](NC(=O)OC(C)(C)C)C(=O)N1CCC(C(=O)NCC(=O)Nc2ccc(C)cc2)CC1
 : -8.5	2.3	i	2.6	-0.6	-4.5	-0.7	-1.1	8.4	-0.5
27	Cn1c(=O)c(C(=O)COc2ccc(C#N)cc2)c(N)n(Cc2ccccc2)c1=O
 : -13.5	-2.8	i	-3.7	-2.2	1.9	-0.3	-1.0	-9.1	-3.0
28	O=C1C2C3C=CC(C3)C2C(=O)N1CCN1CCN(S(=O)(=O)c2ccc3ccccc3c2)CC1 (stereo not drawn)
 : -10.9	5.3	i	-3.5	-1.7	-6.1	-1.2	0.9	5.5	-4.3
29	CCCCn1c(SC(C)C(N)=O)nc2cc(C(=O)OC)ccc2c1=O (stereo not drawn)
 : -31.0	-5.7	i	-0.7	2.3	0.6	-3.1	0.6	-4.9	-1.8
30	COCCNC(=O)C(=O)NNC(=O)c1ccccc1OC
 : 12.2	2.1	i	-6.5	4.8	2.0	-1.3	3.3	3.4	-0.4
31	CSc1[nH]c(=O)c(C(=O)O)cc1C#N
 : 0.2	4.7	i	-5.7	2.0	2.1	-0.2	-3.8	-3.1	2.4
32	O=C(CCCN1C(=O)/C(=C/c2ccccc2Cl)SC1=S)NNC(=O)c1cccnc1
 : 21.9	2.5	i	4.8	-1.0	-31.3	0.5	-0.6	3.5	3.6
33	Cc1ccc(CNC(=O)C(=O)c2cn(CC(=O)N3CCOCC3)c3ccccc23)cc1
 : -21.0	4.9	i	-2.5	0.0	-10.2	-0.3	-0.1	-5.0	1.3
34	COc1ccc(NC(=O)N(C)C[C@H]2Oc3c(NS(=O)(=O)c4cccs4)cccc3C(=O)N([C@@H](C)CO)C[C@@H]2C)cc1
 : 4.0	2.0	i	-0.2	4.6	2.8	0.0	0.8	-9.8	1.3
35	Cc1ccccc1N1CCN(C(=O)c2ccc(Oc3ccc(C(F)(F)F)cn3)cc2)CC1
 : -1.4	5.7	i	1.1	1.2	2.2	-1.4	4.9	-4.3	4.1
36	CCOC(=O)C1=C(COC(=O)c2ccc(Cl)nc2)NC(=O)NC1C (stereo not drawn)
 : 1.2	-4.8	i	-1.1	10.5	2.3	-0.1	0.6	-0.7	0.0
37	O=C(COC(=O)C1CC2CCCC(C1)C2=O)Nc1cccc(F)c1 (stereo not drawn)
 : -0.2	2.4	i	2.1	-1.1	-1.2	-0.4	-0.2	-3.9	-1.6
38	CC(C)Cn1c(N)c(C=O)c(=O)[nH]c1=O
 : 20.4	-4.8	i	0.8	-0.8	2.5	-0.8	-1.2	-1.3	-0.1
39	CN(CCc1ccccn1)C(=O)Nc1ccc(C(C)(C)C)cc1
 : 0.7	-8.8	i	-1.6	0.1	-0.6	-0.9	-0.3	3.1	2.5
40	Clc1ccccc1-c1nnc(-c2ccc3c(c2)OCO3)o1
 : 4.3	-4.2	i	13.1	-0.8	-1.7	-0.2	2.3	4.2	2.7

Two successive entries from above, for reference:
Every second line gives: PABP1 MLLE inh	NadD block	Rpn11 inh	CSN deneddyl inh	DNMT1 inh	SUMO1 PPI mod	Tb MetRS inh	LMPTP inh	Scp-1 inhibitor	STEP inh
39	CN(CCc1ccccn1)C(=O)Nc1ccc(C(C)(C)C)cc1
 : 0.7	-8.8	i	-1.6	0.1	-0.6	-0.9	-0.3	3.1	2.5
40	Clc1ccccc1-c1nnc(-c2ccc3c(c2)OCO3)o1
 : 4.3	-4.2	i	13.1	-0.8	-1.7	-0.2	2.3	4.2	2.7

As entered above:
SUMO1 PPI mod, CC(C)C[C@@H](COCc1ccc(Cl)cc1)N1CCN(C(=O)c2ccc(Cl)cc2Cl)CCC1=O : 4.4
NadD block, COc1ccc(-c2noc(-c3ccco3)n2)cc1OC : -12.0
STEP inh, CCN(CCNC(=O)C1CCN(S(C)(=O)=O)CC1)c1ccccc1 : -1.0

(listing goes on)
Every second line gives: PABP1 MLLE inh	NadD block	Rpn11 inh	CSN deneddyl inh	DNMT1 inh	SUMO1 PPI mod	Tb MetRS inh	LMPTP inh	Scp-1 inhibitor	STEP inh
41	NC(N)=NCc1cccc(I)c1
 : 5.3	7.2	i	-4.9	2.4	0.2	0.8	-0.9	-6.2	0.4
42	Cc1ccc(-n2cc(-c3ccc([N+](=O)[O-])cc3)[nH]c2=S)c(C)c1
 : 18.5	8.5	i	-2.2	-2.1	-18.6	0.5	0.3	-4.6	4.2
43	COc1ccc(NC(=O)c2cc(-c3ccccn3)nc3ccccc23)cc1S(=O)(=O)N(C)C
 : -18.9	13.5	i	-2.2	-3.2	-22.1	-0.2	-1.5	-10.4	4.1
44	Cc1noc(C)c1C(=O)NC(C)c1ccc(Cl)cc1Cl (stereo not drawn)
 : 5.6	-0.2	i	2.5	0.7	-1.9	0.0	-0.9	-12.3	-2.6

From PubChem
